WRN helicase inh – qHTS for Inhibitors of WRN Helicase. 0.46% of 360,000 active. WRN helicase unwinding, fluorescent forked duplex, kinetic. Potency, µM (doses to about 114 µM), inactives show at the highest dose activity change, negative = inhibition, usual class: inhibitors. Bifunctional 3'-5' exonuclease/ATP-dependent helicase WRN (Homo sapiens), Q14191; note: potency is the fitted concentration of half-maximal effect; % is set by controls: 0 for no effect and ±100 for the full control effect; nearly all actives have a fitted effect of over 55% in size
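Screening of the MLSMR collection measured strand separation of a quenched forked DNA duplex (100 nM) by 20 nM WRN with 2 mM ATP, all final. Compounds were preincubated with enzyme 15 min at room temperature.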
IL-2 act – qHTS of IL-2 Activators. IL-2 activation reporter assay, cell-based qHTS; stimulated with anti-CD3/CD4/CD28 beads; in transgenic mouse T cells. activation, % (series mostly up to about 46 µM). 0.065% of 360,000 active; in the data active = activation above about 50%; inconclusive = mostly about 30% to 49%; note: 0% is about no effect
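First, unstimulated transgenic mouse T cells were exposed to compound for 60 min. Next, anti-CD3/anti-CD4-coated beads with anti-CD28 were added. Finally, after 18 h at 37 degrees C, EGFP and DsRed were imaged.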
PI5P4Ka inh – qHTS for Inhibitors of phosphatidylinositol 5-phosphate 4-kinase (PI5P4K); PI5P4Kalpha enzyme, ADP-Glo luminescence, 60 min; stronger effect = lower value; max response, %; 1.2% of 330,000 active; AID 652105, 2013; active = max response of -50% or lower; inconclusive = between -30% and -50%; inactive = -30% or higher; note: value at the top dose of about 77 µM; % is set by controls: 0 for no effect and ±100 for the full control effect
Target sequence (P48426 whole entry, looked up): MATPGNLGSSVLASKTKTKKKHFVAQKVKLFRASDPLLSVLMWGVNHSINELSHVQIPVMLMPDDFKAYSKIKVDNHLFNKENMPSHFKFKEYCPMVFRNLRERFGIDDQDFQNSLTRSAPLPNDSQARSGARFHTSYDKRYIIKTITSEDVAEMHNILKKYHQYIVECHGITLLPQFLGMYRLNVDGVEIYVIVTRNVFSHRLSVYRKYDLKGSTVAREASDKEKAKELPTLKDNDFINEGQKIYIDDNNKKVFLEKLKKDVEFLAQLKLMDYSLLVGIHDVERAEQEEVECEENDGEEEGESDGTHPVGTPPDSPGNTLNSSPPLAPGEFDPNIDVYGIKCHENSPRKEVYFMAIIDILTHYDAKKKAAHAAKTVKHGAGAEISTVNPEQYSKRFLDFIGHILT
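Compounds were pin-transferred onto PI5P4Kalpha and substrate in HEPES pH 7.4 buffer with EGTA, CHAPS and 5% DMSO. ATP (5 microM final) started the reaction, which ran 60 minutes at room temperature before ADP-Glo detection.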
GLP-1R inv ag – qHTS of GLP-1 Receptor Inverse Agonists (Inhibition Mode); HEK293 GLP-1R CRE-luciferase, luminescence, 24 h; GLP-1R form is constitutively active; Potency, µM (doses to about 38.3 µM), for inactives: at the highest dose activity change, negative = inhibition, usual class: inhibitors; 1.6% of 410,000 active; AID 624417, 2012; note: potency is the fitted concentration of half-maximal effect; % is set by controls: 0 for no effect and ±100 for the full control effect; nearly all actives have a fitted effect of over 55% in size
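qHTS in 1536-well format: reporter HEK293 cells expressing constitutive GLP-1R activity in DMEM + 10% Nu serum, 24 hr with compounds at 37 deg C, luminescence read after 12 min with detection reagent.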
D3 antag – qHTS of D3 Dopamine Receptor Antagonist: qHTS | AID 652054, 2013 | 2.5% of 360,000 active | D3R cells, DiscoveRx beta-arrestin luminescence, antagonist mode; stronger effect = lower value | max response, negative = inhibition, %; in the data active = max response below about -50%; inconclusive = no clear call, values can overlap the other calls; note: % is set by controls: 0 for no effect and ±100 for the full control effect; mostly tested at two doses, the higher about 12 µM
Target sequence (P35462 whole entry, looked up): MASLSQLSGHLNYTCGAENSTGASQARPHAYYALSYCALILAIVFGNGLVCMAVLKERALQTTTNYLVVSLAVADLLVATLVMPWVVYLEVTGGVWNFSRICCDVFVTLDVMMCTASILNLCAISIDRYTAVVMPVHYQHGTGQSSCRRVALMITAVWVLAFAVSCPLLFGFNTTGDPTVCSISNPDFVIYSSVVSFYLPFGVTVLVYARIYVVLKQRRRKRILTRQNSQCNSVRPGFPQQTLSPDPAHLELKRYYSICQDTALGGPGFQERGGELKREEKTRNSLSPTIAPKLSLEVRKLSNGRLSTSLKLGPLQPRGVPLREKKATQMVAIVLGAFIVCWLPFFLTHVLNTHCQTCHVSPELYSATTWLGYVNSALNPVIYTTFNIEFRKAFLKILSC
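Cells expressing the human receptor were seeded at 1500 cells/well, incubated overnight at 37 degrees C in 5% CO2, then exposed to library compounds with dopamine controls for 90 minutes at 37 degrees C before luminescent detection.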
D3 ag – qHTS of D3 Dopamine Receptor Agonist: qHTS | max activation, % | 0.58% of 410,000 active | D(3) dopamine receptor (Homo sapiens), P35462 | D3R DiscoveRx beta-arrestin cells, luminescence, 90 min; in the data active = max activation above about 30%; note: 0% is about no effect; mostly tested at two doses, the higher about 12 µM
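Cells at 1500/well, incubated overnight, then treated with pinned compounds (dopamine as control) for 90 min at 37 degrees C. DiscoveRx reagent added for 30 - 60 minutes at room temperature; luminescence read.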
PLK1 PBD block – qHTS for Inhibitors of PLK1-PDB (polo-like kinase 1 - polo-box domain): Primary Screen | Plk1 PBD binding of FITC phosphopeptide, fluorescence polarization | 2.8% of 360,000 active | Potency, µM, for the others: max response, negative = inhibition, most hits filed as inhibitors; note: potency is the fitted concentration of half-maximal effect; series mostly up to about 57 µM; % is set by controls: 0 for no effect and ±100 for the full control effect; nearly all actives have a fitted effect of over 65% in size
GLP-1R agonist – qHTS of GLP-1 Receptor Agonists | Glucagon-like peptide 1 receptor (Homo sapiens), P43220 | HEK293 GLP-1R CRE-luciferase, luminescence, 4-6 h; cells express a hypersensitive GLP-1R form | Potency, µM (doses to about 45.6 µM), without a hit: at the highest dose activation, actives largely listed as activators | 0.007% of 380,000 active | AID 624172, 2012; note: potency is the fitted concentration of half-maximal effect; % of control where 0% means no effect
GLP1R cytotox – qHTS of GLP-1 Receptor Inverse Agonists: Cytotox Screen; HEK293 cAMP-luciferase reporter cells, luminescence, 24 h; Potency, µM (series often up to 38.3 µM), for inactives: at the top dose activity change, negative = inhibition, hits mostly inhibitors; 0.13% of 410,000 active; AID 624418, 2012;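 note: loss of luciferase light is scored as toxicity; potency is the fitted concentration of half-maximal effect; % is set by controls: 0 for no effect and ±100 for the full control effect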
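Compound-treated cells are incubated 24 hr at 37 deg C under 5% CO2 after a 12 hour attachment period, then luciferase detection reagent is added and luminescence is measured following 12 min at room temperature; lowered signal indicates toxicity.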
Active calls of the source: *; u = inconclusive; x = not tested or not shown; & = joins results of further samples; [ ] = another dose, or the depositor's remark. Unless noted, calls come from the whole dose curve; as a rule, active = well fitted curve in the direction sought with a large enough effect; inconclusive = small, poorly fitted or top-dose-only effect, or another doubt; inactive = no such curve, though single readings can be large; an effect the other way counts as inactive or inconclusive.

SMILES | WRN helicase inh | IL-2 act | PI5P4Ka inh | GLP-1R inv ag | D3 antag | D3 ag | PLK1 PBD block | GLP-1R agonist | GLP1R cytotox
Cc1cc2nccc(-c3ccncc3)n2n1 | -1% | -3.6 | 2 | u | 12 | -8 | -2% | -4% | -20%
CCSc1nnc(NC(=O)C2CCCN(C(=O)c3ccc(Cl)cc3)C2)s1 (stereo unspecified) | 6% | -3.2 | 2 | u | u | -11 | 3% | -1% | u
Cc1cc(C)n(C(=O)COc2ccccc2[N+](=O)[O-])n1 | -9% | 0.1 | 1 | 4% | 22 | 5 | -4% | 0% | 8%
CC(=C/c1ccco1)/C=N/NC(=O)Cc1cccn1C | -13%[11.6 µM] | 1.6 | -18 | 15% | 7 | 3 | -12% | 1% | -6%
COc1ccc(-n2c3c(cc(C(=O)NNc4ccccc4C)c2=O)C(=O)CC(C)(C)C3)cc1 | 4% | -0.2 | 5 | u | -12 | 13 | -3% | 11% | 8%
CC1CCN(S(=O)(=O)c2ccc3c(c2)N(CC(=O)N2CCN(c4ccccc4)CC2)C(=O)CO3)CC1 | x | x | x | -12% | x | 2 | x | -5% | 2%
Cc1ccc2[nH]c(C(=O)O)c(NC(=O)c3ccccc3[N+](=O)[O-])c2c1 | 4% | -0.3 | -6 | 0% | -1 | -4 | 3% | -12% | -5%
NNC(=O)C(Cc1cnc[nH]1)NC(=O)OCc1ccccc1 (stereo unspecified) | 0% | 0.4 | 5 | -8% | 8 | 4 | u | -2% | 1%
O=C(OCc1cc(-c2ccccc2)no1)c1ccc2ccccc2n1 | 3% | -0.2 | -4 | 12% | 8 | 5 | -15% | -12% | -14%
COc1cccc(NC(=O)NCCCSC2CCCCC2)c1 | -11% | -0.2 | x | 0% | 23 | 1 | 2% | 2% | -10%
CCc1cc(C(=O)OCC(=O)NCCc2ccccc2)sc1C | -6% | -1.6 | -6 | -13% | -12 | -4 | -5% | 8% | 4%
CN(C)C1CCN(C(=O)c2cccc(OC3CCN(S(=O)(=O)N(C)C)CC3)c2)C1 (stereo unspecified) | -17% | -2.1 | 2 | 0% | 4 | 1 | 0% | 0% | -12%
CCOc1ccc(/C=C(\C(=O)O)c2ccc(S(=O)(=O)N3CCCCC3)s2)cc1OC | -19% | -2.0 | -15 | 78%[activator] | 12 | 5 | -12% | 19% | -4%
O=C(Cc1cccs1)NCCc1cn2ccccc2n1 | -1% | 2.4 | 3 | 10% | 21 | -1 | -2% | -2% | 2%
CC(NC(=O)NCCCn1ccnc1)(C(F)(F)F)C(F)(F)F | -4% | -1.0 | -4 | 1% | 13 | -4 | -9% | -8% | 5%
COc1ccccc1/C=C1\SC(=O)N(CC(=O)NCCCn2ccnc2)C1=O | -10% | -0.2 | 0 | -14% | 12 | -1 | -5% | 3% | -8%
CCOC(=O)CCCCC(=O)c1[nH]c(=O)[nH]c1CSc1nc(-c2ccccc2)c(C#N)c(=O)[nH]1 | -28% | 1.5 | x | -3% | 9 | 9 | -15% | 1% | -8%
O=C(CSc1nnc(COc2ccccc2Cl)o1)NC(=O)NC1CCCC1 | -3% | -2.5 | x | 0% | -26 | 0 | -7% | -2% | -41%
Cc1cc(C)c(S(=O)(=O)N2CCN(CCO)CC2)c(C)c1 | -7% | 0.2 | 0 | 18% | 4 | -7 | -6% | -1% | 11%
O=[N+]([O-])c1ccc(/C=C/c2ccc3ccccc3n2)cc1 | -7% | 1.0 | -1 | 10µM* | -12 | -1 | 4% | 17% | 0%
COc1ccccc1NC(=O)COC(=O)[C@@H]1CCCN1C(=O)c1cccs1 | 1% | 0.4 | -5 | -8% | -19 | 1 | 2% | 6% | -5%
COC(=O)c1ccccc1NC(=S)NC(=O)C1CCCCC1 | -2% | 0.2 | -9 | u | -18 | -3 | -23% | -1% | 3%
c1ccc(-c2nc(NCCCN3CCOCC3)c3ccccc3n2)cc1 | 2% | 2.1 | x | u | 19 | -2 | -6% | 5% | -27%
COc1ccc(NC(=O)CC(C)n2ccnc2)cc1 (stereo unspecified) | 9% | -0.3 | 0 | 10% | 3 | 12 | -17% | 18% | -7%
COc1nc(C)ccc1-c1noc(-c2ccccn2)n1 | -6% | 2.8 | x | -11% | -17 | -10 | -7% | 5% | 7%
Cc1ccc(NC(=O)C2CCN(C(=O)NC3CCCCC3)CC2)cc1Cl | 4% | 1.2 | 1 | -10% | -19 | -4 | -7% | -7% | -21%
Cn1c(=O)cc(SCC(=O)N2CCOCC2)c2ccc(Cl)cc21 | -1% | 1.6 | -7 | 1% | 1 | -3 | -6% | 9% | 9%
COc1ccc(C(=O)OCc2c(-c3ccccc3)ncc3ccccc23)cc1 | -6% | -1.7 | 9 | u | -50* | -28 | -18% | 12% | 13%
O=C(C1=NN(c2ccccc2)C2C(=O)N(c3ccccc3Cl)C(=O)C12)c1ccccc1 (stereo unspecified) | -3% | -4.2 | 21 | -28% | -21 | 12 | -19% | 2% | 175%[activator]
S=c1[nH]nc(-c2ccc(Cl)cc2Cl)n1Cc1ccccc1 | u | 0.8 | u | u | u | -4 | 3.8µM* | -2% | -2%
CCc1ccc(-n2c(=O)c3ccc(C(=O)NCCc4ccccc4)cc3n(CC(N)=O)c2=O)cc1 | 15% | -1.4 | 4 | -11%&-22% | -16 | -10&6 | 4% | 3%&-1% | 17%&-9%
O=[N+]([O-])c1nn(-c2ccc(Cl)cc2)n(O)c1=NCc1ccccc1 | -1% | -0.4 | -5 | 13% | -9 | 0 | -7% | 4% | -9%
Clc1ccccc1Nc1nc2ccccc2o1 | 8% | 0.8 | -4 | -9% | u | -8 | -8% | 4% | 1%
COc1ccccc1NC(=O)/C=C1\SCC(=O)N1C | -3% | -2.8 | 0 | 24% | -1 | 5 | -10% | 21% | 2%
Cc1ccc(CC(=O)Nc2cc([N+](=O)[O-])ccc2F)cc1 | 1% | 1.5 | -16 | 12% | -6 | -5 | -4% | -3% | 1%
COc1ccc(S(=O)(=O)n2cnc3ccccc32)cc1 | -4% | -0.1 | -5 | 19% | 0 | 4 | 7% | -3% | 9%

Compounds listed so far that contain a nitro group on carbon (five):
SMILES | WRN helicase inh | IL-2 act | PI5P4Ka inh | GLP-1R inv ag | D3 antag | D3 ag | PLK1 PBD block | GLP-1R agonist | GLP1R cytotox
Cc1cc(C)n(C(=O)COc2ccccc2[N+](=O)[O-])n1 | -9% | 0.1 | 1 | 4% | 22 | 5 | -4% | 0% | 8%
Cc1ccc2[nH]c(C(=O)O)c(NC(=O)c3ccccc3[N+](=O)[O-])c2c1 | 4% | -0.3 | -6 | 0% | -1 | -4 | 3% | -12% | -5%
O=[N+]([O-])c1ccc(/C=C/c2ccc3ccccc3n2)cc1 | -7% | 1.0 | -1 | 10µM* | -12 | -1 | 4% | 17% | 0%
O=[N+]([O-])c1nn(-c2ccc(Cl)cc2)n(O)c1=NCc1ccccc1 | -1% | -0.4 | -5 | 13% | -9 | 0 | -7% | 4% | -9%
Cc1ccc(CC(=O)Nc2cc([N+](=O)[O-])ccc2F)cc1 | 1% | 1.5 | -16 | 12% | -6 | -5 | -4% | -3% | 1%

Next section
SMILES | WRN helicase inh | IL-2 act | PI5P4Ka inh | GLP-1R inv ag | D3 antag | D3 ag | PLK1 PBD block | GLP-1R agonist | GLP1R cytotox
O=C(NCc1ccccn1)Nc1ccc2c(c1)OCO2 | -15% | -2.1 | 1 | 20% | -7 | -3 | -3% | u | 9%
C/C(N)=C(/C#N)C(=O)COc1ncnc2ccc(Br)cc12 | 4% | -2.3 | -10 | 11% | -7 | 1 | -1% | 2% | -14%
O=C(NNC(=O)c1ccncc1)Nc1ccc(Br)cc1 | -4% | -0.4 | -8 | 7% | -6 | 1 | -1% | 14% | 4%
COc1cccc(-n2c(C)nc3c(cnn3-c3ccc(C)c(C)c3)c2=O)c1 | x | x | x | -27% | x | 9 | x | 6% | 4%
O=C1c2cc3ccccc3c(-c3ccccc3)c2C(=O)N1c1ccccn1 | 7% | -0.4 | -14 | -10% | 14 | -8 | -7% | 0% | -13%
COCCn1c(Cc2ccccc2)nnc1SCc1ccc([N+](=O)[O-])cc1 | -18% | 1.1 | 2 | -2% | 5 | 8 | -8% | 24% | -1%
CCN1CCN(CC(=O)Nc2ccc(C)c(Br)c2)CC1 | 10% | -0.4 | 2 | -28% | 19 | 1 | 1% | -3% | -41%
COc1ccc(CC(=O)N/N=C(\C)c2cccs2)cc1 | -3% | -1.7 | 3 | 56%[activator] | -6 | 1 | -20% | 7% | 1%
CC12CCC3c4ccc(O)cc4CCC3C1CC(=NO)C2O (stereo unspecified) | 4% | 0.3 | 2 | 3% | -20 | 0 | -8% | 2% | 8%
CCOc1ccc(C(=O)Nc2c3c(nn2-c2ccccc2)CS(=O)(=O)C3)cc1 | -4% | -1.8 | -8 | 31%[activator] | u | -7 | 5% | -11% | 7%
NC(CSC(c1ccccc1)(c1ccccc1)c1cccc2ccccc12)C(=O)O (stereo unspecified) | u | -4.1 | u | u | -6 | -3 | 27µM* | -20% | 30%[activator]
COc1ccc(N2CCN(C(=O)c3ccccc3)CC2)c([N+](=O)[O-])c1 | 2% | 0.2 | 7 | -1% | -14 | 2 | -5% | 7% | 14%
Cc1ccc(NC(=O)C2CCCC2)c(Br)c1 | 7% | -0.2 | -2 | 2% | -17 | -11 | -18% | 13% | -7%

Copied from the list:
`O=C(CSc1nnc(COc2ccccc2Cl)o1)NC(=O)NC1CCCC1` – IL-2 act = -2.5
`COc1ccccc1NC(=O)COC(=O)[C@@H]1CCCN1C(=O)c1cccs1` – D3 antag = -19

Source: PubChem BioAssay
